# Source: PubChem BioAssay
# M1 agonist = M1 muscarinic receptor agonists, primary screen, CHO-M1 cells, Fluo-4 calcium, agonist mode; 3% of 64,000 active; Fluo-4 calcium fluorescence; active compounds read high; Muscarinic acetylcholine receptor M1; B-score at 10 µM; AID 626, 2007;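 active = fluorescence rise, raw or as B-score row- and column-corrected plate score, outside the 99.7% band of its plate's samples, either direction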
# Ec RNAP inh = E. coli RNAP inhibitors, biochemical. E. coli RNA polymerase, fluorescence transcription assay. inhibition, %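 (tested at 10 µM)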. DNA-directed RNA polymerase subunit beta (Escherichia coli (strain K12)), P0A8V2. 0.2% of 62,000 active. AID 559, 2006; in the data active = inhibition above about 20%;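 also: 0% = enzyme without compound and 100% = no enzyme blank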
# Hsp90 block = tumor Hsp90 inhibitors, primary screen, cell lysate, fluorescence polarization, NCI-N417 lysate. 0.35% of 64,000 active. inhibition, % at 30 µM. Heat shock protein HSP 90-alpha (Homo sapiens), P07900. AID 429, 2006. Cy3B-geldanamycin FP displacement;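 active = inhibition above 50%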;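 also: 0% = tracer plus lysate wells and 100% = tracer alone without lysate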
# M1 antagonist = antagonists of rat M1 muscarinic receptor; Muscarinic acetylcholine receptor M1 (Rattus norvegicus), P08482; CHO-M1 cells, Fluo-4 calcium, ACh EC80 antagonist mode; active compounds read low; B-score at 10 µM; 3.4% of 64,000 active;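 active = calcium fluorescence response, raw or row-and-column corrected B-score, differing from the plate sample mean either way at a set confidence level, mostly lower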
# Target sequence (P08482 whole entry, looked up): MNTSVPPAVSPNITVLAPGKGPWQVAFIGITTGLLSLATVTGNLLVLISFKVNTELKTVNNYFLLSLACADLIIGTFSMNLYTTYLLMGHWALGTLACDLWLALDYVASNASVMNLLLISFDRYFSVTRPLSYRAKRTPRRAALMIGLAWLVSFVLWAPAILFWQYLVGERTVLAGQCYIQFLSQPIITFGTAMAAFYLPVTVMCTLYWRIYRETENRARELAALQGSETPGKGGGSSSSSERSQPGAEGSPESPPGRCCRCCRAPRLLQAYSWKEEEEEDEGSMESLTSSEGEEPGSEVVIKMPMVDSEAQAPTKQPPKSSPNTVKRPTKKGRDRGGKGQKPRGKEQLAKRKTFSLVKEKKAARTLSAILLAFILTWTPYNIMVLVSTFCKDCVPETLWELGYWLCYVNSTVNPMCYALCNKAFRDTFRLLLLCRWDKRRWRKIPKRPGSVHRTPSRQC
# HER2 expr 66K = inhibitors of Her2 protein expression, primary screen, SKBR-3 cells, AlphaScreen, 66K library | HER2 level % of control, % at 10 µM | Receptor tyrosine-protein kinase erbB-2 (Homo sapiens), P04626 | SKBR-3 HER2 protein level, 18-24 h; active compounds read low | 0.69% of 65,000 active;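 active = HER2 level under 5% of the carrier-only control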;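 also: 100% = DMSO carrier and 0% = 500 nM PU-H71 HSP90 inhibitor; lower value means stronger loss of Her2 protein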
# Fluor 339 460 = intrinsic fluorescence of library compounds, ex339/em460 – biochemical, MLSMR library, data from DPM-DC assay, artefact control, profiling panel; compound autofluorescence, ex339/em460 nm, NADH buffer; active compounds read high; 1 = no-compound wells, NADH background; fluorescence fold increase at 10 µM; 5.5% of 65,000 active;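 active = at 10 µM, mean starting fluorescence two-fold or more over control wells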;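 also: signal is the first read of a kinetic run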
# D1 allo mod = D1 CRE-luciferase signal change, two-sided – cell-based, HEK293 D1, dopamine EC30, D1 allosteric modulator project, primary screen; D(1A) dopamine receptor (Homo sapiens), P21728; dopamine EC30 potentiation; actives deviate in either direction; 5.9% of 58,000 active; B-score at 10 µM; AID 641, 2007;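 active = luminescence count or its row- and column-corrected plate score outside the 99.7% band of the plate's sample wells, on either side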
# Target sequence (P21728 whole entry, looked up): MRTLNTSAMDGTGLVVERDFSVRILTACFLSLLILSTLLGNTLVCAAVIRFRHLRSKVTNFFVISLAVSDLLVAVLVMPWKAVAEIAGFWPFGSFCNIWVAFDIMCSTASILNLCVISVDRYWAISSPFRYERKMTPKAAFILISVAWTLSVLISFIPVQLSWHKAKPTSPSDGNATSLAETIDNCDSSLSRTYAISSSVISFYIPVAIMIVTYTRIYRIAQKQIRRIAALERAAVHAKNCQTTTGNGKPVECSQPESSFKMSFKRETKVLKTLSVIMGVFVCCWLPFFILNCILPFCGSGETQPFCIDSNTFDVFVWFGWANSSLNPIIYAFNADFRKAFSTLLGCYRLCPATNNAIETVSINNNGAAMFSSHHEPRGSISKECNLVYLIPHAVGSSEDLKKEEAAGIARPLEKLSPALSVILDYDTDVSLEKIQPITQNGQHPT
# 5HT1a ag = human 5-HT1a receptor agonists, primary screen, cell-based, CHO, Ga15 NFAT-bla reporter; activation, % at 10 µM; 5-hydroxytryptamine receptor 1A (Homo sapiens), P08908; CHO 5-HT1a Ga15 NFAT-bla reporter, FRET ratio; 0% basal, 100% maximal reference agonist; AID 567, 2006; 0.56% of 65,000 active;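 active = activation above the screen-wide mean activation plus 3 SD, cut at about 19% in these data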;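 also: 0% = DMSO wells and 100% = 5-CT at EC100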
# NADH enzymes = inhibitors of PK/LDH coupling enzymes, profiling panel, artefact control, biochemical, MLSMR library | coupled PK/LDH NADH assays, four targets | IC50, µM (highest dose often 10 µM), inactives show top-dose inhibition | 0.02% of 65,000 active;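 active = single-dose screening hits from any of four coupled enzyme assays that gave an IC50 when retested across doses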;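 also: the DPM-DC format reads NADH fluorescence rather than 340 nm absorbance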
# An asterisk follows results filed as active; / = no result given; [ ] = another dose, or the depositor's remark. Hits appear at their usual frequency. Share with any hit: about 16%.
Structure	M1 agonist	Ec RNAP inh	Hsp90 block	M1 antagonist	HER2 expr 66K	Fluor 339 460	D1 allo mod	5HT1a ag	NADH enzymes
O=C(c1coc(=O)c2ccccc12)N1CCN(Cc2ccccc2)CC1	0.543	-0.6	-1.2	0.152	89.6	1.13	-1.69	-1.5	1.0%
CC(C)c1ccc2oc(-c3cc(N)ccc3O)nc2c1	-0.0192	3.5	4.4	0.218	92.3	1.16	-3.93*	-8.2	0.0%
CN1C(=O)C2(C(C#N)=C(N)Oc3c2oc(CO)cc3=O)c2ccccc21 (centres undefined)	-0.492	-4.0	-17.1	-0.395	107.0	1.07	8.88*	-2.2	0.0%
O=S(=O)(NC1CCCC1)c1ccc(S(=O)(=O)N2CCc3ccccc32)cc1	-0.333	9.3	-0.5	-0.133	71.3	1.04	-0.776	-1.5	2.0%
COc1ccc(S(=O)(=O)N(C)CC(=O)Nc2ccc3c(c2)OCO3)cc1OC	0.757	15.2	33.8	-0.189	53.8	1.09	2.03	-2.9	5.0%
CCOc1ncccc1C(=O)OCC(=O)c1cc(C)n(Cc2ccco2)c1C	-0.628	4.9	-0.2	-0.115	93.3	1.08	-0.374	-1.2	4.0%
Cc1c(-n2c(SCC(=O)O)nnc2-c2ccccc2Cl)c(=O)n(-c2ccccc2)n1C	-0.518	-0.8	-4.5	0.141	95.5	1.09	-0.264	-1.4	0.0%
CCCS(=O)(=O)N1CCC(C(=O)N2CCN(C(=O)OCC)CC2)CC1	0.198	2.8	-3.9	0.399	102.0	1.08	-0.703	-4.9	4.0%
CN1CCN(C(=O)c2ccccc2NC(=O)Cc2ccccc2)CC1	-0.0817	1.7	-1.2	-0.057	83.8	1.05	1.58	0.3	9.0%
COc1ccccc1-c1nc(-c2ccncc2)no1	-0.673	/	-6.9	-0.466	73.1	1.11	-1.23	-2.4	6.0%
COc1ccc(C2C(C#N)=C(N)OC3=C2C(=O)CC(C)C3)c(OC)c1OC (centres undefined)	1.3	2.2	1.6	0.187	59.7	1.06	-0.944	-2.9	5.0%
CCn1c(SCC(=O)NC2CCCCC2)nnc1-c1cccs1	0	5.3	-10.1	0.423	77.1	1.09	-0.785	-1.6	7.0%
Cc1cc(=O)oc2ccc(OC(=O)c3cccc(S(=O)(=O)N4CCOCC4)c3)cc12	4.78*	2.7	-1.0	-0.602	65.8	1.1	-0.402	0.0	0.0%
CCCCn1c(=O)[nH]c2ccccc21	-2.19	-10.9	2.8	-2.36*	101.3	1.12	-0.468	-4.0	9.0%
CCOc1ccccc1Nc1nnc(SCC(=O)N2CCCC2)s1	0.32	4.4	0.6	0.17	97.9	1.05	-0.115	-4.3	3.0%
CCC(=O)OC1(C#CCOc2ccc(OC)cc2)CCN(C)CC1	-0.509	-3.8	-4.5	0.458	97.4	1.02	-1.23	-0.8	1.0%
CCCCn1c(CCNC(=O)CC)nc2ccccc21	-0.393	-8.7	3.4	0.582	85.7	1.05	0.352	-4.2	4.0%
CCCCN(C(=O)NC(=O)C1=C(N2CCOCC2)/C(=C/c2ccccc2)CC1)S(C)(=O)=O	0.484	7.1	/	0.0162	83.3	2.09*	-0.559	-3.7	5.0%[fluoresces]
CCc1nnc(NC(=O)CN2CCN(C3CCCCC3)CC2)s1	-0.695	-2.1	-4.5	-0.713	98.4	1.1	0.0712	0.1	10.0%
O=C1C2C3c4ccccc4C(c4ccccc43)C2C(=O)N1Cc1ccco1 (centres undefined)	0.367	/	-5.1	-0.0586	76.2	1.08	-0.307	-0.9	2.0%
O=C(COc1ccccc1)Nc1ncc2c(n1)CCCC2=O	0.895	5.3	-0.6	-0.532	107.8	1.1	1.51	0.5	7.0%
COc1ccc(-n2nnc3c(SCC(=O)NCc4ccco4)ncnc32)cc1	-0.694	5.9	-1.7	-0.00453	68.6	1.14	-0.617	-2.3	4.0%
COc1ccccc1-c1nnc2sc(C3CCCCC3)nn12	0.489	4.9	1.0	0.308	65.2	1.07	/	0.3	1.0%
COc1ccc2nc(SCC(=O)NC(C)(C)C)[nH]c2c1	-0.175	3.3	0.1	-0.0143	98.0	1.06	-2.15*	-0.4	7.0%
O=C(Nc1ccc(-c2nc3cccnc3s2)cc1)c1ccco1	0.225	-6.5	-8.8	-0.793	65.1	2.09*	-5.01*	3.5	0.0%[fluoresces]

# Next structures follow:
Structure	M1 agonist	Ec RNAP inh	Hsp90 block	M1 antagonist	HER2 expr 66K	Fluor 339 460	D1 allo mod	5HT1a ag	NADH enzymes
Cc1ccc(C(=O)Nc2c(C)n(C)n(-c3ccccc3)c2=O)cc1S(=O)(=O)N1CCOCC1	0.0408	4.6	/	-0.0569	126.2	1.09	-0.53	-1.6	2.0%
CCCN(CCC)c1nc2ccccc2nc1C(C#N)C(=O)OC(C)COC (centres undefined)	1.06	12.4	-3.2	0.879	113.3	1.08	/	-0.9	4.0%
N#Cc1cn(CC(=O)NCc2cccnc2)c2ccccc12	0.273	7.4	-1.8	-0.00695	154.0	1.11	-0.67	-2.0	5.0%
O=S(=O)(NCCSc1ccccc1)c1cccs1	0.983	9.9	-6.6	-0.148	90.2	1.06	0.154	-4.7	9.0%
CCN(CC)S(=O)(=O)C1CCS(=O)(=O)C1 (centres undefined)	0.522	/	0.8	1.05	111.1	1.08	0.0474	-1.9	1.0%
COc1cccc(NC2=NCC(=O)N2Cc2cccs2)c1	0.69	5.0	/	0.0412	101.5	1.07	4.16*	-1.5	7.0%
O=C(c1cc(-c2cccs2)on1)N1CCN(c2ccc(F)cc2)CC1	-0.448	0.5	-1.9	0.598	77.8	0.89	-0.74	-1.9	9.0%
CCN1CCN(CC(=O)Nc2cccc(C)c2C)C(=O)C1=O	0.521	1.2	0.1	0.451	63.8	1.09	-0.0321	-2.6	6.0%
CC(NC(=O)c1ccccc1Cl)C(=O)O (centres undefined)	-0.708	11.1	0.2	1.34	92.8	1	/	-2.4	3.0%
COc1ccccc1C1=Nn2c(nnc2C2CCCCC2)SC1	0.296	3.7	-5.2	0.128	112.7	1.07	10.5*	3.2	5.0%
CCOc1ccccc1C1NC(=O)NC(C)=C1C(=O)OC1CCCC1C (centres undefined)	-0.0627	11.2	-2.4	-0.555	75.8	0.98	-0.659	-0.5	3.0%
Cc1ccc2cc(CN(CCN3CCOCC3)C(=O)NCc3ccccc3)c(=O)[nH]c2c1C	0.0665	5.9	-5.0	-0.389	102.7	2.06*	-1.15	-1.9	6.0%
Cc1ccc(C)c(CSc2nnc(-c3ccccn3)n2N)c1	0.358	0.4	-3.3	-0.00958	101.9	1.1	0.497	-0.4	8.0%
COC(=O)c1cc(=O)n(C2CC2)c(=NC2CC2)s1	0.0441	2.6	-3.4	-0.27	85.3	1.14	-0.55	1.1	2.0%
CN(C)c1ccc(C2NCCS2)cc1 (centres undefined)	2	3.9	-4.2	0.617	110.4	1.05	0.469	-1.4	5.0%
COc1ccc(NC(=O)CSc2nnc(-c3cccs3)n2C)cc1OC	0.918	9.7	-6.7	-0.289	141.5	1.06	0.852	-0.8	2.0%
O=C(CCCCn1c(=O)[nH]c2ccsc2c1=O)NCC1CCCO1 (centres undefined)	0.127	-11.4	/	0	106.5	1.1	-0.265	-4.3	1.0%
CS(=O)(=O)Nc1cccc2cccnc12	0.0977	8.6	0.7	-0.459	74.3	1.02	-0.544	-1.4	5.0%
COCCn1c(SCC(=O)Nc2nnc(C)s2)nnc1-c1cc2ccccc2cc1O	0.667	4.8	-1.8	-0.405	103.8	1.23	-0.542	0.3	6.0%
Cc1cc(C)c(C(N)=O)c(Nc2ccc3c(c2)OCCO3)n1	-0.0423	9.3	2.3	0.748	95.0	1.12	/	-0.8	1.0%
COC(=O)c1ccc(CN(C)S(=O)(=O)c2ccc(C)cc2)o1	0.0417	-5.2	1.8	-0.778	71.2	1.09	/	-1.7	3.0%
Cc1[nH]nc2c1C(=O)CCC2	-0.347	1.0	0.7	0.617	77.2	1.04	0.0821	-1.7	1.0%
CC1CCCC(C)N1CCCNC(=O)c1cc2c(=O)n(C)c3ccccc3c2n1C (centres undefined)	0.176	7.1	-4.3	-3.75*	79.1	1.53	0.0321	-1.8	12.0%
CCOC(=O)NC1(C(F)(F)F)C(=O)NC(C)=C1C(=O)OC (centres undefined)	-0.194	5.6	1.4	-0.164	75.0	1.12	0.0199	0.7	2.0%
N#CC1=C(N)N(c2ccc(Br)cc2)C2=C(C(=O)CCC2)C1c1cccnc1 (centres undefined)	/	-4.2	-0.3	/	44.5	1.09	0.0422	-2.9	5.0%

# Additional compounds follow:
Structure	M1 agonist	Ec RNAP inh	Hsp90 block	M1 antagonist	HER2 expr 66K	Fluor 339 460	D1 allo mod	5HT1a ag	NADH enzymes
CC1(C)NC(=O)N(CCOCCOc2cccc(Oc3ccccc3)c2)C1=O	-0.58	3.8	-3.5	0	67.9	1.11	0.259	-1.2	1.0%
CN(C)S(=O)(=O)c1cccc(C(=O)Nc2cccnc2)c1	0.0444	6.3	-7.1	0.331	83.4	1.02	-0.0389	0.0	3.0%
c1ccc(-c2nnc(SCc3nc4ccccc4[nH]3)n2Cc2ccco2)nc1	-0.304	6.2	/	-0.16	111.9	1.1	-0.77	-3.7	3.0%
Cc1ccc(S(=O)(=O)N(C)CC(=O)N2CCN(c3ccccn3)CC2)cc1	0.0133	8.5	4.9	-0.297	130.4	1.28	-0.189	0.5	12.0%
COC(=O)c1ccc(Oc2nc(C)cc(Oc3ccccc3)n2)cc1	0.35	-7.6	1.2	-0.179	74.2	1.14	0.374	-3.3	3.0%
CCOCCCNC(=O)C1CCN(S(=O)(=O)N2CC(C)CC(C)C2)CC1 (centres undefined)	0.15	-2.4	-1.8	0.0979	104.1	1.01	-0.132	1.1	9.0%
COC(=O)C1=C(N)N(c2ccc(F)cc2)C2=C(C(=O)CCC2)C1c1ccc2c(c1)OCO2 (centres undefined)	-1.01	-0.1	/	-0.251	24.6	1.11	-0.104	-0.9	2.0%
COc1cc2c(cc1OC)C(C(=O)Nc1ccccn1)C(c1cccnc1)N(C)C2=O (centres undefined)	0.407	4.6	/	0.731	88.3	1.09	/	-4.3	3.0%
O=C(Nc1cccc2cccnc12)c1cccc(N2C(=O)CCC2=O)c1	-0.4	-1.9	2.0	0.52	76.4	1.08	/	0.9	6.0%
CCOc1ccc(S(=O)(=O)Nc2cc(Sc3ncn[nH]3)c3oc(=O)sc3c2)cc1	-0.077	5.8	53.9*	0.027	87.4	1.02	/	-8.0	6.0%
CN1CCc2c(sc3c2C(=O)NC(c2cccc(OC(=O)c4cccs4)c2)N3)C1 (centres undefined)	5.72*	1.1	-9.9	-0.0138	81.5	1.34	-0.9	0.3	3.0%
CN(C)c1ccc(CNC(=O)CN(C)S(=O)(=O)c2cccc3cccnc23)cc1	-0.194	5.2	-4.2	0.539	80.9	1.09	-0.436	2.6	1.0%

# Full records from above. Order of values: M1 agonist | Ec RNAP inh | Hsp90 block | M1 antagonist | HER2 expr 66K | Fluor 339 460 | D1 allo mod | 5HT1a ag | NADH enzymes
# O=S(=O)(NC1CCCC1)c1ccc(S(=O)(=O)N2CCc3ccccc32)cc1 as listed: -0.333 | 9.3 | -0.5 | -0.133 | 71.3 | 1.04 | -0.776 | -1.5 | 2.0%
# COc1ccccc1C1=Nn2c(nnc2C2CCCCC2)SC1 as listed: 0.296 | 3.7 | -5.2 | 0.128 | 112.7 | 1.07 | 10.5* | 3.2 | 5.0%
